PMI inhibition: human PMI inhibitors, high substrate, primary screen, biochemical, fluorescence intensity, high mannose 6-phosphate (AID 1220); one-dose inhibition, % at 20 µM; IC50 in µM for titrated hits; Mannose-6-phosphate isomerase (Homo sapiens); actives 0.66% (n = 190,000); recombinant PMI enzyme, coupled fluorescence intensity; higher % means a stronger effect
P. falciparum M17LAP: P. falciparum M17LAP inhibitors, primary screen, biochemical, fluorogenic H-Leu-NHMec substrate, 1536-well (AID 1619) | Leucine aminopeptidase (Plasmodium falciparum (isolate 3D7)) | recombinant M17LAP, H-Leu-NHMec fluorogenic kinetic assay; higher % means a stronger effect | inhibition, % at 30 µM; hits with a dose series show IC50 in µM | actives 0.38% (n = 220,000);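 active = compound inhibiting the enzyme by more than half at any dose during confirmatory dose-response retesting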;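 note: plate controls were full reaction with DMSO carrier for no effect and no enzyme background for full effect; strong numbers were not always called active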
AID2073: inhibitors of Mint1-CaV2.2 protein interaction, biochemical, HTRF (AID 2073); Voltage-dependent N-type calcium channel subunit alpha-1B (Homo sapiens); HTRF protein-protein interaction, Mint1-CaV2.2; higher % means a stronger effect; one-dose inhibition, % at 20 µM; IC50 in µM for titrated hits; actives 0.19% (n = 290,000); in the data active = inhibition mostly above about 51%, no sharp cut-off; note: some results filed as inactive read as strong as hits
Dynein transport: inhibitors of GR-EGFP nuclear translocation, primary screen, dynein cargo transport inhibitor project, imaging, high-content, 3617.4 mouse cells; test concentration mostly 20 µM; stimulated with dexamethasone, 1 µM; hits give low values; z-score, hits read low; actives 0.47% (n = 220,000); AID 1381, 2008;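 active = plate z-score of nuclear minus cytoplasmic receptor signal below a set negative limit, without overly bright fluorescence or cell loss, cut at about -3.5 in these data, passing the limit was not always enough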;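 note: z-score of nuclear minus cytoplasmic ring GR-EGFP intensity difference per well; some compounds called inactive have numbers as strong as hits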
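Buffer or medium: tetracycline-free induction medium containing charcoal-stripped FBS / Reagent: dexamethasone agonist, 1.0 µM final, for 30 min / Technique: automated 10x imaging of fixed Hoechst-stained cells / Times: induction 48 h, compound 1 h, agonist 30 min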
LYP phosphatase: inhibitors of LYP phosphatase, biochemical, fluorescence intensity, uHTS (AID 1779); one-dose inhibition, % at 11.5 µM; IC50 in µM for titrated hits; actives 0.054% (n = 290,000); recombinant LYP phosphatase, fluorescence intensity; higher % means a stronger effect;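 note: plate controls were vehicle with enzyme for no effect and no enzyme for full effect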
XIAP displacement: XIAP antagonists, biochemical, IAP family, fluorescence polarization (AID 1018). E3 ubiquitin-protein ligase XIAP (Homo sapiens). XIAP BIR domain, fluorescence polarization peptide displacement; higher % means a stronger effect. displacement, % at 20 µM; hits with a dose series show IC50 in µM. actives 0.007% (n = 200,000); in the data active = displacement above about 50%; note: a part of the inactive calls stands beside numbers as strong as those of hits
P. falciparum M1AAP: P. falciparum M1AAP inhibitors, biochemical, fluorogenic H-Leu-NHMec substrate, 1536-well (AID 1445) | Aminopeptidase N (Plasmodium falciparum (isolate 3D7)) | recombinant M1AAP, H-Leu-NHMec fluorogenic kinetic assay; higher % means a stronger effect | inhibition, % at 30 µM; hits with a dose series show IC50 in µM | actives 0.42% (n = 220,000);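 active = primary inhibition above the hit cutoff, then over 50% inhibition at one or more dose response concentrations, cut at about 23% in these data, passing the limit was not always enough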;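 note: plate controls were DMSO full reaction for no effect and no enzyme background for full effect; strong numbers were not always called active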
PMI inhibitors: inhibitors of human PMI, primary screen, biochemical, fluorescence intensity, coupled assay (AID 1209). Mannose-6-phosphate isomerase (Homo sapiens). purified PMI enzyme, coupled fluorescence intensity; higher % means a stronger effect. inhibition, % at 20 µM; hits with a dose series show IC50 in µM. actives 0.42% (n = 190,000);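 note: plate controls were DMSO vehicle for no effect and wells lacking substrate for full effect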
Siah-1 displacement: Siah-1 peptide-binding antagonists, primary screen, biochemical, fluorescence polarization, rhodamine-plectin, uHTS (AID 1817) | one-dose displacement, % at 20 µM; IC50 in µM for titrated hits | E3 ubiquitin-protein ligase SIAH1 (Homo sapiens) | Siah-1 / rhodamine-plectin peptide fluorescence polarization; higher % means a stronger effect | actives 0.02% (n = 290,000);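 active = displacement of at least 50% at 20 µM, with a fluorescence ratio check between 0.3 and a set limit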;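 note: plate controls were Siah plus tracer with DMSO for no effect and tracer alone without Siah for full effect; strong numbers were not always called active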
Dynein transport cytoplasmic EGFP: recorded beside Dynein transport, whose call it bears; z-score; measured here: cytoplasmic GR-EGFP intensity; hits give high values
Dynein transport nuclear GR-EGFP: further read-out of Dynein transport, marked with its call; z-score; measured here: nuclear GR-EGFP intensity;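 lower value marks the stronger effect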
Dynein transport cell count: second read-out of Dynein transport, no call of its own (marks repeat the call); z-score; measured here: cell count per field
The depositor's hits bear a star; x = no result given. Cut-off read from the data, not from the text of the source, unless noted: active = inhibition above about 50%; inactive = the rest.

SMILES	PMI inhibition	P. falciparum M17LAP	AID2073	Dynein transport	Dynein transport cytoplasmic EGFP	Dynein transport nuclear GR-EGFP	Dynein transport cell count	LYP phosphatase	XIAP displacement	P. falciparum M1AAP	PMI inhibitors	Siah-1 displacement
O=[N+]([O-])c1cccc(/C=N/Nc2cc(Cl)nc(-c3ccccc3)n2)c1	4%	6%	-3%	-0.34	-0.13	-0.28	0.46	-4%	-6.1%	-1%	8%	2%
CS(=O)(=O)N(Cc1ccccc1)c1ccc(C(=O)NCCSc2ccccn2)cc1	4%	7%	0%	0.67	-0.22	0.72	-0.8	-5%	-1.9%	5%	15%	7%
O=C(Nc1nnc(-c2ccco2)s1)C1CC1	8%	-2%	12%	-0.4	-0.16	0.1	0.13	-1%	0.3%	3%	6%	-4%
O=C(CN1CCN(Cc2ccccc2)CC1)N/N=C/c1cccs1	x	-12%	24%	0.035	-0.2	-0.0036	0.23	-3%	x	-9%	x	-3%
Cc1ccc2c(C)cc[n+](CCCS(=O)(=O)[O-])c2c1	-6%	-5%	2%	0.32	-0.27	0.27	-0.24	-6%	-0.9%	2%	0%	6%
CC(C)C(CO)N1CCN(Cc2ccccc2)CCC1=O (stereo unspecified)	x	27%	-6%	-0.1	-0.79	0.048	0.042	-13%	x	7%	x	17%
Cc1n[nH]c(=S)n(/N=C/c2cccs2)c1=O	x	5%	-15%	-0.45	0.15	-0.17	-0.45	-2%	x	2%	x	3%
COc1ccc(/C=C/C(=O)OCC(=O)NCC2CCCO2)cc1 (stereo unspecified)	5%	28%	5%	-0.65	-0.3	-0.44	0.23	3%	-3.8%	12%	-1%	7%
O=C(CCCN1C(=O)c2ccccc2C1=O)Nc1nnc(C2CC2)s1	-8%	-5%	3%	-1.6	-0.19	-0.68	0.5	0%	-6.7%	2%	-8%	-1%
CCOC(=O)Cn1ccc(-c2ccccc2)c(C#N)c1=O	4%	1%	-5%	0.38	0.032	0.27	-0.15	-8%	-5.6%	-2%	7%	-2%
CCC(C)(C)NC(=O)C1CCN(c2nc(C)cc(C)n2)CC1	-6%	1%	12%	-0.12	-0.19	0.5	-0.048	-6%	-7.1%	7%	1%	-6%
Cc1nn(-c2nc(-c3ccco3)cc(C(F)(F)F)n2)c(C)c1Br	2%	12%	6%	-1.4	0.061	-0.7	1.1	-4%	-6.9%	18%	4%	2%
Cc1ccc(SCC(=O)Nc2cc(C)on2)cc1	-1%	2%	-4%	-0.1	0.27	0.18	0.47	-10%	-3.3%	1%	-6%	3%
Cc1cc(NC(=O)c2ccc3c(c2)C(=O)N(C(C)(C)C)C3=O)no1	-12%	-2%	23%	0.89	-0.33	0.71	-0.31	-6%	-6.9%	10%	-14%	0%
CN(Cc1ccccc1)C(=O)c1[nH]cnc1C(=O)N[C@@H](CCCCNC(=O)OC(C)(C)C)C(=O)OC(C)(C)C	14%	-1%	5%	2	-0.17	1.3	-0.86	5%	-1.1%	-16%	17%	-8%
CCCCC(=O)Nc1cccc(C(=O)N/N=C/c2ccc(OC)cc2OC)c1	8%	3%	-10%	1.8	-0.19	1.2	-1.7	-3%	-6.3%	6%	1%	16%
FC(F)(F)COc1nc(OCC(F)(F)F)nc(N2CCN(c3ccccc3)CC2)n1	10%	-14%	10%	0.13	-0.19	-0.15	-0.017	3%	-3.3%	-4%	14%	0%
O=C1CCc2cc(S(=O)(=O)NCCC(=O)N3CCN(c4cccc(Cl)c4)CC3)ccc2N1	11%	6%	-5%	-0.73	-0.17	0.18	-0.013	-7%	-6.0%	4%	16%	-1%
CN(C)S(=O)(=O)c1cccc(NC(=S)N2CCCCC2CO)c1 (stereo unspecified)	9%	-4%	3%	0.081	-0.18	-0.32	-0.33	-4%	-3.6%	2%	4%	-6%
COc1cc(-c2nc3cnccn3c2Nc2ccc(C)cc2)ccc1O	5%	-3%	1%	-0.86	0.008	-0.11	0.53	1%	-4.3%	6%	10%	-1%
O=C(NCCCN1CCOCC1)c1ccc(NC(=O)C2COc3ccccc3O2)cc1 (stereo unspecified)	-8%	23%	3%	-0.055	-0.29	0.28	-0.13	-4%	-3.5%	3%	3%	-6%
O=C(/C=C/c1ccccc1)c1ccc2c(c1)OCO2	x	12%	0%	-0.62	-0.18	0.097	-0.66	-3%	x	3%	x	-1%
CCC1(C)Cc2c(sc3nc(SCC(=O)O)[nH]c(=O)c23)CO1 (stereo unspecified)	-3%	-18%	-6%	-0.56	-0.22	-0.47	1.1	3%	1.4%	-1%	3%	-4%
O=C(C1CCCN(S(=O)(=O)c2ccccc2[N+](=O)[O-])C1)N1CCN(c2ccccc2)CC1 (stereo unspecified)	1%	-2%	-7%	0.18	-0.021	0.12	-0.49	-1%	-5.0%	0%	15%	-1%
COCc1nnc(NS(=O)(=O)c2ccc(NC(C)=O)cc2)s1	-6%	0%	7%	-0.4	-0.36	0.17	0.14	-6%	-4.1%	6%	-2%	-2%
COc1cccc(N2CCN(c3cnc4ccccc4n3)CC2)c1	25%	4%	39%	-0.076	-0.28	0.28	-0.54	4%	-11%	17%	11%	0%
Cn1c(N)c(C(=O)COC(=O)c2ccc(Br)o2)c(=O)n(C)c1=O	6%	0%	3%	-0.97	-0.28	-0.28	0.27	-8%	-3.8%	9%	11%	-1%
O=C(c1cnn2c(C(F)(F)F)cc(-c3ccccc3)nc12)N1CCOCC1	-3%	12%	12%	0.37	-0.19	0.89	-0.083	-6%	2.0%	15%	-2%	4%
COc1ccc(CN2CN(S(=O)(=O)c3ccccc3)c3nc4ccccc4nc32)cc1	x	3%	6%	-1.3	-0.076	-0.45	1.1	1%	x	5%	x	5%
CCOc1ccc2c(c1)C(c1ccc(C)o1)=NNC(c1ccncc1)=N2	-2%	-5%	51%	1.7	-0.21	0.97	-1.5	12%	-7.0%	3%	-6%	3%

A section taken from the entries so far:
SMILES	PMI inhibition	P. falciparum M17LAP	AID2073	Dynein transport	Dynein transport cytoplasmic EGFP	Dynein transport nuclear GR-EGFP	Dynein transport cell count	LYP phosphatase	XIAP displacement	P. falciparum M1AAP	PMI inhibitors	Siah-1 displacement
CCC1(C)Cc2c(sc3nc(SCC(=O)O)[nH]c(=O)c23)CO1 (stereo unspecified)	-3%	-18%	-6%	-0.56	-0.22	-0.47	1.1	3%	1.4%	-1%	3%	-4%
O=C(C1CCCN(S(=O)(=O)c2ccccc2[N+](=O)[O-])C1)N1CCN(c2ccccc2)CC1 (stereo unspecified)	1%	-2%	-7%	0.18	-0.021	0.12	-0.49	-1%	-5.0%	0%	15%	-1%
COCc1nnc(NS(=O)(=O)c2ccc(NC(C)=O)cc2)s1	-6%	0%	7%	-0.4	-0.36	0.17	0.14	-6%	-4.1%	6%	-2%	-2%
COc1cccc(N2CCN(c3cnc4ccccc4n3)CC2)c1	25%	4%	39%	-0.076	-0.28	0.28	-0.54	4%	-11%	17%	11%	0%
Cn1c(N)c(C(=O)COC(=O)c2ccc(Br)o2)c(=O)n(C)c1=O	6%	0%	3%	-0.97	-0.28	-0.28	0.27	-8%	-3.8%	9%	11%	-1%
O=C(c1cnn2c(C(F)(F)F)cc(-c3ccccc3)nc12)N1CCOCC1	-3%	12%	12%	0.37	-0.19	0.89	-0.083	-6%	2.0%	15%	-2%	4%
COc1ccc(CN2CN(S(=O)(=O)c3ccccc3)c3nc4ccccc4nc32)cc1	x	3%	6%	-1.3	-0.076	-0.45	1.1	1%	x	5%	x	5%
CCOc1ccc2c(c1)C(c1ccc(C)o1)=NNC(c1ccncc1)=N2	-2%	-5%	51%	1.7	-0.21	0.97	-1.5	12%	-7.0%	3%	-6%	3%

Continued:
SMILES	PMI inhibition	P. falciparum M17LAP	AID2073	Dynein transport	Dynein transport cytoplasmic EGFP	Dynein transport nuclear GR-EGFP	Dynein transport cell count	LYP phosphatase	XIAP displacement	P. falciparum M1AAP	PMI inhibitors	Siah-1 displacement
COc1ccc2cc3c(N)c(C(=O)N4CCCC4)sc3nc2c1	-80%	-3%	5%	0.054	-0.18	-0.029	-0.099	1%	-14%	13%	-36%	1%
Cc1cccc(-n2c(O)c(C=NCCCN3CCOCC3)c3ccccc3c2=O)c1	7%	8%	-3%	-0.02	-0.21	0.39	-0.18	-10%	-14%	7%	9%	0%
Nc1nnc(SCc2ccccc2)n1-c1ccccc1	-15%	-4%	9%	-0.52	-0.25	-0.19	-0.51	-7%	2.3%	-3%	-7%	-6%
COc1ccc([N+](=O)[O-])cc1NC(=O)C1(c2ccc(OC)c(OC)c2)CCOCC1	5%	5%	1%	0.07	-0.29	0.23	0.39	-6%	-6.1%	3%	12%	10%
CC(=O)c1cccc(NC(=O)c2nc(-c3ccccc3)oc2C)c1	-9%	5%	20%	-0.93	-0.34	-0.74	0.61	4%	-3.1%	5%	-15%	7%
Cn1ccnc1/C(=N\NC(=O)c1ccc(O)cc1)c1cccc([N+](=O)[O-])c1	x	17%	-6%	0.69	-0.11	0.23	-1.2	-5%	x	14%	x	5%
CCOC(=O)c1cc(C(=O)Nc2ccc(C)c(F)c2)nn1C	-5%	-1%	10%	-0.48	-0.15	-0.76	-0.36	-7%	-6.2%	-4%	-8%	2%
c1ccc(CNc2ccc3ccccc3n2)nc1	6%	-1%	6%	0.39	-0.24	0.44	0.71	-5%	-4.3%	1%	1%	-6%
CCCCOC(=O)CCc1nc2ccccc2[nH]1	-4%	-1%	15%	0.97	-0.19	0.65	-2.5	-10%	-5.2%	-2%	6%	0%
CC1CCN(S(=O)(=O)c2cn(CC(=O)N3CCN(C)CC3)c(=O)c3ccccc23)CC1	14%	11%	0%	0.39	-0.29	0.37	0.43	-4%	-10%	11%	19%	-1%
CN(c1nc2ccccc2n2c(C3CC3)nnc12)S(=O)(=O)c1ccccc1	x	-2%	-1%	-0.14	-0.25	-0.14	0.74	-7%	x	5%	x	17%

Assay outcomes from PubChem.
